Source: PubChem BioAssay
Vif-APOBEC3F blk = qHTS for Inhibitors of Vif-A3F Interactions: qHTS | HeLa A3F-eYFP + Vif (tagged APOBEC3F with the HIV-1 protein that degrades it), YFP fluorescence increase | AID 602313, 2012 | actives 0.2% (n = 390,000) | Potency, µM (highest dose often 46.1 µM), without a hit: at the highest dose activity, negative = active; also: potency is read from the fitted curve at half-maximal effect; % of control where 0% means no effect; nearly all actives have a fitted effect of over 65% in size
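Fluorescence increase (Ex 488/Em 500-530) after overnight compound treatment at 37 deg C flags inhibition of Vif-driven A3F-eYFP loss in stable HeLa A3F-eYFP/Vif cells seeded overnight beforehand.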
D2 agonist = HTS Assay for Allosteric Agonists of the Human D2 Dopamine Receptor: Primary Screen for Agonists; D(2) dopamine receptor (Homo sapiens), P14416; HEK293 T-REx D2 cells, calcium flux agonist mode; activation, % at 2 µM; actives 0.53% (n = 340,000); AID 485358, 2010;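 active = activation over 3 SD above normal in the single-dose calcium agonist read, cut at about 30% in these data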; also: 0% is about no effect
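Calcium-flux readout, 1 cycle/sec over 180 s following compound pin transfer, in inducible HEK293 Trex D2 cells (force-coupled); dopamine controls included. Positive calcium responses during this window marked compounds as potential agonists.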
ERG-DNA inh = qHTS for Small Molecule Inhibitors of the ERG Ets/DNA interaction; fluorescence polarization, His-ERG Ets domain / labelled DNA; Potency, µM (top dose mostly 76.9 µM), for inactives: top-dose FP activity, negative = inhibition, usual class: inhibitors; actives 0.028% (n = 370,000); AID 624246, 2012; active = well fitted inhibition curve with a large enough effect in the polarisation, with a control signal flat; inconclusive = small, poorly fitted or top-dose-only effect, or effect the other way, or a change in a side signal; inactive = no such curve, though single readings can be large or run the other way; the % refers to the polarisation;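 also: polarization taken with two DNA probes labelled with fluorescein and Texas red; potency is read from the fitted curve at half-maximal effect; % of control where 0% means no effect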
Target sequence (P11308 whole entry, looked up, the tested form may be a part): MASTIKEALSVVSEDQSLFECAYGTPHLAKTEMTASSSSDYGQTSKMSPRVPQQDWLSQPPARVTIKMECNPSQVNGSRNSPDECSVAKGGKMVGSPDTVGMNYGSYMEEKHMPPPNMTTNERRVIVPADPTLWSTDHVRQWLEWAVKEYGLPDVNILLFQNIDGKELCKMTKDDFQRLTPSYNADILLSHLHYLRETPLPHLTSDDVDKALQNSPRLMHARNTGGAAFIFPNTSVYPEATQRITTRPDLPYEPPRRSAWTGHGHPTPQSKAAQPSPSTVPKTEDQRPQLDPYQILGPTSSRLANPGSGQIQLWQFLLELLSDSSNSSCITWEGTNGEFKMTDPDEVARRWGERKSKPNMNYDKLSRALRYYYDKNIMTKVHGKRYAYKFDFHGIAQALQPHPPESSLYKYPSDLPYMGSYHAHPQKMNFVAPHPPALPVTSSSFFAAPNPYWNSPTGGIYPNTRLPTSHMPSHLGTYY
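His-tagged ERG Ets domain (1 uM in the protein solution; 300mM KCl, 50mM Tris-HCl, 1mM EDTA, 1mM DTT, pH 7.5) received compound, then a probe mix of 5 nM fluorescein-DNA and 100nM Texas-615-DNA. Fluorescence polarization was read for both dyes.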
LDHA block = qHTS assay for inhibitors of human lactate dehydrogenase; AID 1347041, 2019; actives 0.15% (n = 480,000); purified LDHA, NADH/diaphorase-resazurin fluorescence; stronger effect = lower value; activity change, % (values are at about 110 or 230 µM); L-lactate dehydrogenase A chain (Homo sapiens), P00338; in the data active = activity change below about -30%; inconclusive = mostly about -25% to -30%;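 also: plate controls were DMSO wells for no effect and wells without enzyme for full effect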
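Enzyme activity of human lactate dehydrogenase 5 (2 nM; 0.06 mM NADH, 0.2 mM pyruvate, 5 min, RT) is measured via a resazurin/diaphorase fluorescence readout of residual NADH.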
12-LOX inh = Primary qHTS assay for inhibitors of human arachidonate 12S-lipoxygenase (ALOX12): Round 2. purified 12hLO, xylenol orange hydroperoxide absorbance. Potency, µM (highest dose often 108 µM), for the others: at the top dose activity change, negative = inhibition, most hits filed as inhibitors. actives 1.1% (n = 580,000). AID 1671190, 2021; also: potency is read from the fitted curve at half-maximal effect; % is scaled to controls: 0 for no effect and ±100 for the full control effect
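Hydroperoxide product was detected by ferrous iron/xylenol orange as the 573 to 405 nm absorbance ratio. Arachidonic acid at 40 uM (final) was turned over for 30 min at room temperature by 150 nM human 12hLO, pH 7.0 Hepes buffer, after 15 min compound preincubation.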
Glioma ERSR ind = qHTS for Inducers of the Endoplasmic Reticulum Stress Response (ERSR) in Human Glioma: qHTS | actives 0.02% (n = 420,000) | AID 602332, 2012 | U87-MG GRP78 promoter luciferase reporter, 16 h | Potency, µM, for the others: at the top dose activation, most hits filed as activators; also: potency is read from the fitted curve at half-maximal effect; series mostly up to about 76 µM; % of control where 0% means no effect; nearly all actives have a fitted effect of over 35% in size
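ERSR induction read as luciferase luminescence (Bright-Glo, 10 min at room temperature) in stably transfected human U87-MG glioma cells exposed to compounds for 16 h, using GRP78 as sensor.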
D2 antag = HTS Assay for Allosteric Antagonists of the Human D2 Dopamine Receptor: Primary Screen for Antagonists | D(2) dopamine receptor (Homo sapiens), P14416 | HEK293 TREx D2 cells, calcium flux, dopamine EC80 | actives 2% (n = 340,000) | AID 485344, 2010 | inhibition, % at 10 µM; in the data active = inhibition above about 30%; also: 0% is about no effect
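Inhibition of EC80 dopamine-driven calcium flux, recorded kinetically, defines activity here; cells are a tetracycline-induced HEK293 T-REx line expressing force-coupled D2.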
RGS4 inhibitor = Inhibitors of Regulator of G Protein Signaling (RGS) 4: qHTS; actives 0.039% (n = 390,000); Regulator of G-protein signaling 4 (Homo sapiens), P49798; Potency, µM (series often up to 114 µM), inactives show at the top dose activity change, negative = inhibition, most hits filed as inhibitors; AID 504845, 2011; Transcreener GDP fluorescence polarization, RGS4-accelerated GTP hydrolysis; also: potency is read from the fitted curve at half-maximal effect; % is scaled to controls: 0 for no effect and ±100 for the full control effect; nearly all actives have a fitted effect of over 75% in size; some results filed as inactive show a strong effect at the top dose
Target sequence (P49798 whole entry, looked up): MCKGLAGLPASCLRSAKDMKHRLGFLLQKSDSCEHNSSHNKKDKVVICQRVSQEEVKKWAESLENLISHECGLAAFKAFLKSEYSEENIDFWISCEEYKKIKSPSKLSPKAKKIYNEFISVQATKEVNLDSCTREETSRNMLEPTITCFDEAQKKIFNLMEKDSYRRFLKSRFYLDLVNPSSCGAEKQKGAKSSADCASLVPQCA
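MLSMR compounds (23 nl, pin-transferred) preincubated 10 min at room temperature with a 500nM (2x) first reagent, then RGS4 at 900nM (2x) plus Transcreener GDP mix added; fluorescence polarization (620/688 nm) read before and after 90 min at 30 °C.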
Vif-APOBEC3G blk = qHTS for Inhibitors of Vif-A3G Interactions: qHTS; HeLa A3G-eYFP + Vif (tagged APOBEC3G with the HIV-1 protein that degrades it), YFP fluorescence, overnight; actives 0.076% (n = 410,000); DNA dC->dU-editing enzyme APOBEC-3G (Homo sapiens), Q9HC16; Potency, µM (titrated, usually from 46.1 µM), without a hit: at the highest dose activity, negative = active, most hits filed as inhibitors;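 also: potency is read from the fitted curve at half-maximal effect; % is scaled to controls: 0 for no effect and ±100 for the full control effect; nearly all actives have a fitted effect of over 60% in size; hits raise eYFP signal because A3G escapes Vif-driven loss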
Target sequence (Q9HC16 whole entry, looked up): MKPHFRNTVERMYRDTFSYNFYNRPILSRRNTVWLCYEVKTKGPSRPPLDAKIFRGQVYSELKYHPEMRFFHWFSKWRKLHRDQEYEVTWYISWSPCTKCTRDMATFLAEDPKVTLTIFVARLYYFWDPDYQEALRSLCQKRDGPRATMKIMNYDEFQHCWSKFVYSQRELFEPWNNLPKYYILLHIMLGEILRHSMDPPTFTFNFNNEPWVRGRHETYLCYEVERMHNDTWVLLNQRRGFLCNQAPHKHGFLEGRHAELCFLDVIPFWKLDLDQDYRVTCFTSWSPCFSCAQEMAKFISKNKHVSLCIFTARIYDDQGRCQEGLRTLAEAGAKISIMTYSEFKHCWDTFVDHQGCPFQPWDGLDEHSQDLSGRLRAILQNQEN
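HeLa cells stably expressing Vif and C-terminally eYFP-tagged A3G, seeded overnight at 37 deg C, then exposed to compound by pintool overnight at 37 deg C. Rise in yellow fluorescence (Ex 488/Em 500-530, Acumen) marks blocked Vif-driven A3G degradation.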
* hit, by the source's call; [ ] = remark or other dose. Unless noted, calls follow the shape of the dose curve; as a rule, active = well fitted curve in the direction sought with a large enough effect; inconclusive = small, poorly fitted or top-dose-only effect, or another doubt; inactive = no such curve, though single readings can be large; an effect the other way counts as inactive or inconclusive. These rows are one share of the data. The share of hits here may be higher or lower than overall.

What do the screens show for `CCCN1Cc2cccc(C(=O)Nc3ccc(-c4nc5ccccc5[nH]4)cc3)c2C1=O`?
Vif-APOBEC3F blk: -26.8%; ERG-DNA inh: 5.5%; LDHA block: -0.8; 12-LOX inh: 13.3%; Glioma ERSR ind: -2.9%; RGS4 inhibitor: -19.9%; Vif-APOBEC3G blk: 0.6%

How did COc1ccc(S(=O)(=O)N2CCC(C(=O)Nc3ccc4c(c3)OCCO4)CC2)cc1OC do in these assays?
Vif-APOBEC3F blk: -10.3%; ERG-DNA inh: 7.3%; LDHA block: 5.4; 12-LOX inh: 0.0%; Glioma ERSR ind: 0.5%; RGS4 inhibitor: 12.0%; Vif-APOBEC3G blk: 0.7%

What do the screens show for `Cc1cc(C)nc(NS(=O)(=O)c2ccc(N3C(=O)C4CCCCC4C3=O)cc2)n1` (configuration not stated)?
Vif-APOBEC3F blk: -8.0%; D2 agonist: 0.0; ERG-DNA inh: 5.4%; LDHA block: -13.6; 12-LOX inh: inconclusive; Glioma ERSR ind: -2.2%; D2 antag: -27.9; RGS4 inhibitor: 4.7%; Vif-APOBEC3G blk: 2.1%

Results for O=C(COC(=O)[C@@H]1CCCN1S(=O)(=O)c1ccc(Cl)cc1)NC12CC3CC(CC(C3)C1)C2 ?
Vif-APOBEC3F blk: 1.3%; D2 agonist: 1.9; ERG-DNA inh: -11.8%; LDHA block: 0.4; 12-LOX inh: -32.3%; Glioma ERSR ind: -5.8%; D2 antag: -3.4; RGS4 inhibitor: -8.6%; Vif-APOBEC3G blk: 0.5%

How did CCOC(=O)CCCNC(=O)CN1C(=O)NC2(CCCCCC2)C1=O do in these assays?
Vif-APOBEC3F blk: -2.2%; D2 agonist: 0.2; ERG-DNA inh: 1.6%; LDHA block: -7.7; 12-LOX inh: -7.6%; Glioma ERSR ind: -5.6%; D2 antag: 5.4; RGS4 inhibitor: -8.7%; Vif-APOBEC3G blk: 1.9%

How did CC1CC(C)(C)NC(=S)S1 (configuration not stated) do in these assays?
D2 agonist: 0.2; ERG-DNA inh: -1.2%; LDHA block: -0.6; 12-LOX inh: inconclusive; Glioma ERSR ind: -2.0%; D2 antag: 0.0; RGS4 inhibitor: -10.9%; Vif-APOBEC3G blk: -3.2%

Results for CCN(CC(=O)Nc1ccc(NC(C)=O)cc1)C(=O)C1(c2ccccc2)CC1 ?
Vif-APOBEC3F blk: -21.0%; D2 agonist: 0.3; ERG-DNA inh: -19.8%; LDHA block: -4.8; 12-LOX inh: 39.0%[activator]; Glioma ERSR ind: -1.2%; D2 antag: -38.7; RGS4 inhibitor: 27.7%; Vif-APOBEC3G blk: -5.0%

Results for CNC(=O)c1[nH]cnc1C(=O)N[C@@H](CC(C)C)C(=O)OC(C)(C)C ?
Vif-APOBEC3F blk: -1.0%; D2 agonist: 0.3; ERG-DNA inh: -2.1%; LDHA block: -1.6; 12-LOX inh: 14.4%; Glioma ERSR ind: -2.6%; D2 antag: -11.4; RGS4 inhibitor: 0.4%; Vif-APOBEC3G blk: 5.3%

How did COCCN(CCOC)Cc1cc(=O)oc2cc(C)ccc12 do in these assays?
LDHA block: -2.5; 12-LOX inh: inconclusive; Glioma ERSR ind: -3.8%; Vif-APOBEC3G blk: -0.6%

What do the screens show for `O=C(COc1ccc2c(-c3ccccc3)cc(=O)oc2c1)Nc1ccc(CCO)cc1`?
Vif-APOBEC3F blk: -10.6%; D2 agonist: 0.5; ERG-DNA inh: -1.0%; LDHA block: -11.1; 12-LOX inh: 2.2%; Glioma ERSR ind: -1.3%; D2 antag: 0.1; RGS4 inhibitor: -41.9%; Vif-APOBEC3G blk: 4.5%

What do the screens show for `CCOc1ccccc1NC(=O)CNS(=O)(=O)c1ccc2nc(C)sc2c1`?
Vif-APOBEC3F blk: -2.3%; D2 agonist: -0.1; ERG-DNA inh: 1.2%; LDHA block: -0.8; 12-LOX inh: -2.2%; Glioma ERSR ind: -4.2%; D2 antag: 4.8; RGS4 inhibitor: 12.7%; Vif-APOBEC3G blk: -8.8%

Results for CCCS(=O)(=O)N1CCC(C(=O)NCc2cccnc2)CC1 ?
Vif-APOBEC3F blk: -10.8%; D2 agonist: -0.7; ERG-DNA inh: 3.8%; LDHA block: 2.6; 12-LOX inh: 0.0%; Glioma ERSR ind: -2.4%; RGS4 inhibitor: 3.3%; Vif-APOBEC3G blk: 1.7%

Results for Cc1cccc(C)c1C(O)c1ncc(-c2cccc(C(F)(F)F)c2)[nH]1 (configuration not stated) ?
LDHA block: -11.5; 12-LOX inh: -3.5%; Glioma ERSR ind: 0.8%; Vif-APOBEC3G blk: -5.5%

What do the screens show for `Nc1nnc(Cc2ccc(Cl)c(Cl)c2)s1`?
Vif-APOBEC3F blk: -0.6%; D2 agonist: 2.0; ERG-DNA inh: 1.7%; LDHA block: -5.8; 12-LOX inh: -12.2%; Glioma ERSR ind: inconclusive; D2 antag: 6.7; RGS4 inhibitor: -7.9%; Vif-APOBEC3G blk: -0.1%

How did CCN1CCN(CC(=O)Nc2sc3c(c2C#N)CCC(C)C3)CC1 (configuration not stated) do in these assays?
Vif-APOBEC3F blk: 2.4%; D2 agonist: 1.9; ERG-DNA inh: 7.5%; LDHA block: -4.0; 12-LOX inh: -20.3%; Glioma ERSR ind: -4.3%; D2 antag: -20.2; RGS4 inhibitor: -23.0%; Vif-APOBEC3G blk: 3.0%

How did CC(C)[C@@H](C(=O)N1CCN(Cc2ccc3c(c2)OCO3)CC1)n1nnc2ccccc2c1=O do in these assays?
Vif-APOBEC3F blk: -3.4%; ERG-DNA inh: -3.4%; LDHA block: 0.8; 12-LOX inh: 7.1%; Glioma ERSR ind: -4.9%; RGS4 inhibitor: -2.1%; Vif-APOBEC3G blk: -0.2%

How did O=C1/C(=C\c2cccnc2)CCc2ccccc21 do in these assays?
Vif-APOBEC3F blk: 3.1%; D2 agonist: -0.6; ERG-DNA inh: -3.5%; LDHA block: 1.6; 12-LOX inh: 7.6%; Glioma ERSR ind: -10.3%; D2 antag: -14.2; RGS4 inhibitor: -31.3%; Vif-APOBEC3G blk: -22.9%

How did CCOc1ccc(/C=N/NC(=O)C(C)N(c2ccc(OC)cc2)S(C)(=O)=O)cc1OCC (configuration not stated) do in these assays?
Vif-APOBEC3F blk: -12.7%; D2 agonist: -0.6; ERG-DNA inh: 2.9%; LDHA block: -4.8; 12-LOX inh: -5.2%; Glioma ERSR ind: -2.8%; D2 antag: 5.4; RGS4 inhibitor: -15.4%; Vif-APOBEC3G blk: 3.0%

How did COc1ccc(C(OC(=O)c2ccco2)C(=O)NCc2ccco2)cc1 (configuration not stated) do in these assays?
Vif-APOBEC3F blk: -0.2%; D2 agonist: 0.2; ERG-DNA inh: 1.6%; LDHA block: -12.6; 12-LOX inh: -12.6%; Glioma ERSR ind: 0.0%; D2 antag: 5.6; RGS4 inhibitor: -16.5%; Vif-APOBEC3G blk: -4.6%

How did CCc1nnc2n1N(C(C)=O)C(c1ccc(C(C)(C)C)cc1)=C(C(C)=O)S2 do in these assays?
Vif-APOBEC3F blk: -1.7%; D2 agonist: 0.5; ERG-DNA inh: 11.1%; LDHA block: 16.4; 12-LOX inh: 4.8%; Glioma ERSR ind: 3.5%; RGS4 inhibitor: 8.0%; Vif-APOBEC3G blk: 5.9%

How did COc1ccc(CCNC(=O)C2CCN(S(=O)(=O)c3ccc(OC)c(OC)c3)CC2)cc1 do in these assays?
Vif-APOBEC3F blk: -10.0%; D2 agonist: -0.3; ERG-DNA inh: -0.1%; LDHA block: 0.0; 12-LOX inh: -22.3%; Glioma ERSR ind: -0.5%; D2 antag: -9.7; RGS4 inhibitor: -26.2%; Vif-APOBEC3G blk: -1.1%

Results for Cc1oc(-c2ccccc2Cl)[n+]([O-])c1C ?
Vif-APOBEC3F blk: -0.9%; D2 agonist: 0.0; ERG-DNA inh: -2.4%; LDHA block: 3.5; 12-LOX inh: inconclusive; Glioma ERSR ind: -1.9%; D2 antag: -5.8; RGS4 inhibitor: -4.8%; Vif-APOBEC3G blk: 0.4%

Results for CCCCN(CC)CCCNC(=O)CS(=O)(=O)Cc1nc(-c2cccc(OC)c2)oc1C ?
Vif-APOBEC3F blk: -2.0%; D2 agonist: -0.8; ERG-DNA inh: 5.6%; LDHA block: 0.0; 12-LOX inh: 0.0%; Glioma ERSR ind: -0.6%; D2 antag: -24.2; RGS4 inhibitor: 27.0%; Vif-APOBEC3G blk: 1.6%

Results for O=C(c1ccc(NC2=NC3CS(=O)(=O)CC3S2)cc1)N(CCO)Cc1ccccc1 (configuration not stated) ?
Vif-APOBEC3F blk: -6.2%; D2 agonist: 1.2; ERG-DNA inh: -6.3%; LDHA block: -1.8; 12-LOX inh: -5.7%; Glioma ERSR ind: -2.2%; D2 antag: -7.0; RGS4 inhibitor: 15.8%; Vif-APOBEC3G blk: 5.7%
